# Source: PubChem (several laboratories)
# CCHFV vOTU inh – CCHFV vOTU protease inhibition | Pep-AMC fluorescence | inhibition, % at 11.5 µM | 370,000 compounds, 0.55% hits | AID 651958; also: 0% = vehicle wells with enzyme and 100% = no enzyme wells
# Mtb BioA inh – inhibitors of Mycobacterium tuberculosis BioA enzyme; inhibition, % at 9.99 µM; 360,000 compounds, 0.096% hits; purified M. tuberculosis BioA enzyme, plate reader; in the data active = inhibition above about 40%; inconclusive = no clear call, values can overlap the other calls
# Mtb UGM inh – Mtb UDP-galactopyranose mutase inhibition | P9WIQ1 | purified UGM, fluorescence polarization probe displacement | inhibition, % at 10 µM | 320,000 compounds, 0.06% hits; in the data active = inhibition above about 10%, passing the limit was not always enough; inconclusive = no clear call, values can overlap the other calls
# Target sequence (P9WIQ1 whole entry, looked up): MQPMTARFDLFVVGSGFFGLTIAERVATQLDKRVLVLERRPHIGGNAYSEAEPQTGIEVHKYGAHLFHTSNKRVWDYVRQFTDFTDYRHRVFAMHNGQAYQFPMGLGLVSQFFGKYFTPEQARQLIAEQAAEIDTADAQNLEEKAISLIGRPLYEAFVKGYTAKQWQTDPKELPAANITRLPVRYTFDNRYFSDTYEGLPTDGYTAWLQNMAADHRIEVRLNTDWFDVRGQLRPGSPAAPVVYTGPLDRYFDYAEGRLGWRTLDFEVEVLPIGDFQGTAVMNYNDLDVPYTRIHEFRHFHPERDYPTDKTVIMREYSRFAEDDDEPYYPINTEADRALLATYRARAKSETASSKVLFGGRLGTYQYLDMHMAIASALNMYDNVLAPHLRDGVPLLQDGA
# BoNT-A LC inh2 – BoNT A light chain protease inhibition. multiplex microsphere protease substrate cleavage, flow cytometry. inhibition, % at 10 µM. 360,000 compounds, 0.17% hits. AID 588499; in the data active = inhibition above about 30%; inconclusive = no clear call, values can overlap the other calls; also: plate controls were buffer without enzyme for full effect and enzyme alone for no effect
# BoNT-F LC inh – inhibitors of Botulinum neurotoxin F light chain protease | 360,000 compounds, 0.22% hits | Multiplex microsphere protease cleavage assay, flow cytometry | inhibition, % at 10 µM; in the data active = inhibition above about 35%, passing the limit was not always enough; inconclusive = no clear call, values can overlap the other calls; also: plate controls were buffer without enzyme for full effect and enzyme alone for no effect
# GDH-TPI counter – counter-screen for M. tuberculosis FBA inhibitors: GDH-TPI coupled enzymes. GDH-TPI coupled enzyme counterscreen, NADH absorbance. inhibition, % at 4.8 µM. 360,000 compounds, 1.2% hits. AID 588335;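 also: 0% = DMSO wells and 100% = wells lacking the enzyme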
# FadD28 FP inh – M. tuberculosis FadD28 bisubstrate binding inhibition; 360,000 compounds, 0.22% hits; FadD28 bisubstrate probe binding, fluorescence polarization; inhibition, % at 12.5 µM; in the data active = inhibition above about 8.5%, passing the limit was not always enough; inconclusive = no clear call, values can overlap the other calls
# PrPC TRFRET – cell surface PrPC inhibition, primary TR-FRET screen | P04156 | TR-FRET read-out | inhibition, % at 13.8 µM | 370,000 compounds, 0.43% hits; in the data active = inhibition above about 24%; also: 0% = median of the test wells and 100% = reference compound wells
# Mtb FBA inh – Mtb fructose-bisphosphate aldolase inhibition. P9WQA3. AID 588726. 360,000 compounds, 2.3% hits. purified M. tuberculosis FBA, fluorescence read-out. inhibition, % at 1 µM; in the data active = inhibition above about 27%;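 also: 0% = vehicle and 100% = reference inhibitor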
# Target sequence (P9WQA3 whole entry, looked up): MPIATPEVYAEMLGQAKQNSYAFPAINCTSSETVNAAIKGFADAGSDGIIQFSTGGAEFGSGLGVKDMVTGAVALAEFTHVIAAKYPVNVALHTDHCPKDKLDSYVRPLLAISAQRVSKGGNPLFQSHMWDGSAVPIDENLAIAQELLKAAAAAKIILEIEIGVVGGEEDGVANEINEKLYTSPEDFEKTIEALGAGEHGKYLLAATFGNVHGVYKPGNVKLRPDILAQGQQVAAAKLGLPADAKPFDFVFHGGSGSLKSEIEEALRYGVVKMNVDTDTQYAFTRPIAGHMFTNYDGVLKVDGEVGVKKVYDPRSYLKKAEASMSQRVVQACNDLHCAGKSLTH
# * marks the source's active call; other numbers are inactive results; ? = inconclusive; . = no result given; & = joins results of further samples. Rule as the data show it, unless noted: active = inhibition above about 30%; inactive = the rest. This is a random part of the collection; 4.8% or so of the library scored in one or more.
# Under each structure: CCHFV vOTU inh	Mtb BioA inh	Mtb UGM inh	BoNT-A LC inh2	BoNT-F LC inh	GDH-TPI counter	FadD28 FP inh	PrPC TRFRET	Mtb FBA inh
COCC1CCN(C(=O)c2ccc(OC)c(OC3CCN(C(C)C)CC3)c2)CC1
→ 6	0.2	0.5	1.1	7	1	0.6	-7	1
COc1ccc(S(=O)(=O)N(C)C[C@H]2Oc3ncc(-c4ccncc4)cc3C(=O)N([C@@H](C)CO)C[C@@H]2C)cc1
→ 7	-2.4&0.6&-0.9	.	-0.3	-5	-10	-4.2	3	-2
CC(/C=N/NC(=O)Cc1cccn1C)=C\c1ccccc1
→ 8	.	1.0	-0.2	3	0	0.8	-10	2
CCCNC1=C(N(C(C)=O)c2cccc(F)c2)C(=O)c2ccccc2C1=O
→ 70*	2.5	0.9	0.2	-4	9	-0.2	-37	-2
O=C(CCCN1C(=O)CSc2ncccc21)N1CCN(Cc2ccccc2)CC1
→ -10	2.5	2.1	0.1	2	-1	-1.3	5	0
CC1CCCCC1NC(=O)C(=O)NCC1CCCO1 (stereo not drawn)
→ 17	-1.4	2.7	0.4	8	0	-2.5	-24	-2
CCC(=O)Nc1ccccc1C(=O)N1CCN(Cc2ccccc2)CC1
→ -7	0.0	2.5	0.4	-14	7	-0.8	2	1
Cc1cc(C)nc(Oc2ccc(Br)cc2)n1
→ -6	0.0	0.0	-1.4	-6	14	-2.0	2	2
O=C(NCCCN1CCCC1=O)Nc1ccc(Cl)cc1Cl
→ 6	0.9	-2.8	-1.6	1	-2	-0.5	-1	2
CCOCCCN(C(=O)c1snc(C(N)=O)c1N)C(C(=O)NCCC(C)C)c1ccc(Cl)cc1 (stereo not drawn)
→ 11	0.1	0.9	-5.3	24	13	-3.9	-6	9
O=C1c2ccccc2C(=O)c2c([N+](=O)[O-])ccc(O)c21
→ -4	-0.2	0.9	0.7	?	6	-5.0	-7	0
Cc1ccc2cc(NC(=O)c3ccc(C(C)(C)C)cc3)ccc2n1
→ 10	-0.5	0.9	-3.2	6	8	-4.9	-1	2
Fc1ccc(-c2[nH]ncc2CN2CCN(c3ccc(F)cc3)CC2)cc1
→ 1	.	-0.5	-0.7	2	4	-1.8	5	-1
CN1CCc2c(sc(NC(=O)Cc3ccc(F)cc3)c2C(N)=O)C1
→ 4	2.4	-0.7	-1.0	1	3	-1.6	2	5
COc1ccc(NC(=O)CS(=O)CC(=O)Nc2cccnc2)cc1 (stereo not drawn)
→ 3	-0.4	-3.4	-0.6	1	-10	0.7	-1	-1
Cc1nc2ccccn2c1C(=O)CSc1cccc(Cl)c1
→ 13	.	-1.3	-1.0	-2	6	-3.1	15	-3
CC[C@]1(C(=O)OC)[C@H]2C(=O)N(Cc3ccccc3)C(=O)[C@H]2[C@H]2CN=C(SC)N21
→ -2	-1.8	.	-1.3	-8	7	-1.1	-6	2
COc1ccc2cc(C[C@@H]3CC[C@@H](CO)O3)ccc2c1
→ -5	0.0	.	0.2	0	2	-2.2	-1	0
N#CC1=C(SCC(N)=O)NC(=O)CC1c1ccccc1Cl (stereo not drawn)
→ 2	3.3	4.1	-0.7	-18	6	-0.2	-1	2
CCCNC(=O)c1ccccc1NS(=O)(=O)c1ccc(OC)c(OC)c1
→ -5	-0.5	1.3	0.1	-5	3	-1.2	0	6
O=C(NCCC1CCCCN1S(=O)(=O)c1ccccc1)C(=O)NCc1ccc(F)cc1 (stereo not drawn)
→ -3	0.6	1.3	.	.	10	-2.7	1	-4
Cc1nn(C(C)C(=O)Nc2ccc3c(c2)OCO3)c(C)c1[N+](=O)[O-] (stereo not drawn)
→ 7	-0.1	4.7	-0.9	-5	-3	-2.9	7	0
COc1cc(OC)c2ccc(=O)oc2c1C(CCN1CCN(c2ccccc2)CC1)c1ccc(N(C)C)cc1 (stereo not drawn)
→ -1	1.2	0.8	-0.3	-2	9	-1.3	-6	-1
NC(=O)N/N=C/c1ccc(OCc2cccc(Cl)c2)cc1
→ -6	.	2.5	-0.3	0	12	1.0	13	1
CN1/C(=C\C(=S)Nc2ccccc2)C(C)(C)c2ccccc21
→ -7	.	-0.6	29	11	6	-4.6	18	-1
CCOc1ccc(OCC)c(S(=O)(=O)NC2CC(C)(C)NC(C)(C)C2)c1
→ 14	.	1.5	-0.2	2	3	-1.7	-5	5
CCCCN1CC(COCc2ccccc2)Oc2cccc(Oc3ccc(F)cc3)c2S1(=O)=O (stereo not drawn)
→ 4	-2.2	.	-0.2	-6	8	-3.4	7	-1
Cc1cccc(/C=C2\Sc3ccc(C(=O)N4CCC(C(N)=O)CC4)cc3N(C)C2=O)c1
→ 4	3.9	-1.5	.	.	3	-2.1	-4	1
CCOC(=O)C(=CNc1ccccc1Cl)C(=O)OCC
→ 3	1.5	.	2.4	18	4	-4.2	10	-1
Cc1ccc(Nc2nc3ccccc3s2)c(C)c1
→ 7	.	-2.3	-0.2	-2	5	-5.9	11	1
C/C(=N/NS(=O)(=O)c1ccc(Cl)cc1)c1ccc2c(c1)OCO2
→ 1	0.0	1.7	0.1	7	4	-4.3	-6	-2
O=c1c(C(c2ccc(O)cc2)c2c(O)nc3n(c2=O)CCS3)c(O)nc2n1CCS2
→ 2	.	0.4	0.0	4	15	-2.4	-2	-3
CN(C)c1ccc(NC(=O)c2cccc([N+](=O)[O-])c2)c2ccccc12
→ -5	-1.2	1.9	.	.	16	0.1	-26	4
O=c1onc(-c2ccc(Cl)cc2Cl)n1-c1cccnc1
→ -10	0.4	6.5	2.0	?	5	-2.2	4	1
Cc1cnc(-c2nnc(N(C)C(=O)C3CCCO3)s2)cn1 (stereo not drawn)
→ 6	0.0	-4.3	0.4	0	14	-0.5	-10	10
CCCCN(C(=O)CCC(=O)Nc1cc(C)on1)C(C(=O)NC1CCCC1)c1ccc(OC)cc1 (stereo not drawn)
→ 4	-2.2	-0.5	-0.1	-5	-5	-2.6	-5	0
CC1CN(C(=O)CSc2nnc(-c3ccccc3)o2)CC(C)O1 (stereo not drawn)
→ 2	-2.6	-1.9	-0.2	1	7	0.3	-3	4
Cc1nc2ccc(NC(=O)CCS(=O)(=O)c3ccc(Cl)cc3)cc2s1
→ 4	.	1.5	1.0	1	7	0.1	7	4
O=C(CSc1nnc(-c2cccnc2)o1)Nc1ccccc1F
→ 0	0.0	4.0	0.6	5	4	-1.4	-8	0
CC(O)CNc1ccc([N+](=O)[O-])c2cccnc12 (stereo not drawn)
→ 27	.	-3.1	0.1	-4	-3	-6.4	-44	-35

# 3 entries drawn at random from the list so far, as already listed:
# Under each structure: CCHFV vOTU inh	Mtb BioA inh	Mtb UGM inh	BoNT-A LC inh2	BoNT-F LC inh	GDH-TPI counter	FadD28 FP inh	PrPC TRFRET	Mtb FBA inh
Cc1cnc(-c2nnc(N(C)C(=O)C3CCCO3)s2)cn1 (stereo not drawn)
→ 6	0.0	-4.3	0.4	0	14	-0.5	-10	10
O=c1c(C(c2ccc(O)cc2)c2c(O)nc3n(c2=O)CCS3)c(O)nc2n1CCS2
→ 2	.	0.4	0.0	4	15	-2.4	-2	-3
C/C(=N/NS(=O)(=O)c1ccc(Cl)cc1)c1ccc2c(c1)OCO2
→ 1	0.0	1.7	0.1	7	4	-4.3	-6	-2

# (more compounds)
# Under each structure: CCHFV vOTU inh	Mtb BioA inh	Mtb UGM inh	BoNT-A LC inh2	BoNT-F LC inh	GDH-TPI counter	FadD28 FP inh	PrPC TRFRET	Mtb FBA inh
CCO[C@@H]1OC(C(=O)N2CCN(C)CC2)=C[C@H](c2ccc(C(F)(F)F)cc2)[C@H]1CCCO
→ 3	-0.2&-1.4	1.6	0.4	-3	9	1.6	-3	4
COc1ccccc1NC(=O)Cc1ccsc1
→ 8	0.2	-0.4	2.3	1	6	-0.4	1	1
CC1(C)CN(C(=S)Nc2ccc(F)cc2F)C1=O
→ -9	-0.1	0.0	-2.3	2	2	.	-6	0
CN1OC[C@@H]2CN[C@H](c3ccc(-c4ccccc4)cc3)C[C@@H]21
→ 4	0.1	.	0.0	1	14	-1.7	-3	5
CNc1cncc(-c2ccc(S(C)(=O)=O)cc2)n1
→ -316	-1.5	.	-0.4	-3	16	-1.7	-27	171*
CC(C)(C)OC(=O)C[C@H]1C/C=C\C[C@@H](CC(=O)N[C@@H](CO)Cc2ccccc2)C(=O)NC[C@H](c2ccccc2)OC1=O
→ 3	-0.1	-3.6	-0.9	-7	4	0.7	0	5
O=[N+]([O-])c1ccc(NN=C(c2ccccc2)c2ccccc2)nc1
→ 3	-1.7	.	0.4	4	1	-0.2	-6	0
O=C(CSc1nnc(CNC(=O)c2cccs2)o1)c1ccc(Cl)cc1
→ 3	1.3	1.5	0.4	7	-3	0.0	4	-4
Cc1c(C(=O)O)oc2ccc(S(=O)(=O)N3CC(C)CC(C)C3)cc12 (stereo not drawn)
→ 2	-1.5	6.8	0.0	-1	0	-1.3	-9	0
CC(C)(C)C(=O)N1CCN(c2ccc(NC(=O)c3ccc4c(c3)OCCO4)cc2)CC1
→ 3	.	3.1	-8.3	-19	5	-0.7	9	-1
CC(=O)Nc1ccc(-c2ccnc3c2CC(C(=O)NCc2ccco2)O3)cc1 (stereo not drawn)
→ -12	2.0	.	-0.3	-3	-3	-3.0	1	6
CC1(C)CC(=O)C2=C(C1)NC(=O)NC2c1ccccc1Cl (stereo not drawn)
→ -12	-1.6	2.7	1.5	?	16	-2.3	3	3
O=S(=O)(c1ccc(Cl)nc1)N1CCCC1
→ 8	-2.3	1.9	0.0	-2	-5	-0.7	0	1
C[C@@H]1CN([C@H](C)CO)C(=O)CCCn2nncc2CO[C@H]1CN(C)Cc1ccncc1
→ -7	-1.6&0.5&1.2	.	-0.1	-5	10	-1.4	2	-1
N#Cc1ccc(NC(=O)CN2C(=O)NC3(CCCC3)C2=O)cc1
→ 11	-0.6	3.2	1.2	4	2	0.3	-7	0
CCN(CC(=O)NCc1ccc(Cl)cc1)C(=O)c1ccc2cc(OC)ccc2c1
→ 5	-0.5	0.5	0.2	1	7	.	4	1
O=C(O)CSCC(=O)NC1CCCc2ccccc21 (stereo not drawn)
→ -9	-1.7	8.2	0.3	0	4	0.7	3	0
CCOc1ccc(NC(=O)c2cccnc2SC)cc1
→ 14	-0.8	2.4	-0.9	-3	2	-0.7	6	0
Cc1ccc(CNC(=O)c2cc(-c3ccccc3)nn2CC2CC(c3cccc([N+](=O)[O-])c3)=NO2)cc1 (stereo not drawn)
→ -2	-0.6	-0.8	-0.5	-12	18	1.4	-1	1
CCC(C)N(C(=O)COC(=O)CCc1c[nH]c2ccccc12)C1CCS(=O)(=O)C1 (stereo not drawn)
→ 3	.	-0.3	0.4	6	-3	-4.4	3	0
COc1ccc(C2(C)NC(=O)N(CC(=O)N3CCc4ccccc43)C2=O)cc1OC (stereo not drawn)
→ 11	-0.6	1.7	0.1	-2	-7	-2.7	6	0
COC(=O)C(C)NC(=O)COc1ccc2ccccc2c1 (stereo not drawn)
→ 5	.	-2.0	1.1	-2	23	-1.2	-1	-1
CC(C)(C)c1nc(N2CCN(C(=O)c3ccco3)CC2)c2nnn(Cc3ccccc3Cl)c2n1
→ .	-1.0	0.7	-0.8	-4	4	-0.1	.	3
Cc1cc(C(C)(C)C)cc(S(=O)(=O)Nc2ccc(O)c(C(=O)O)c2)c1C
→ 6	.	17*	?	3	5	-2.0	5	1
CC1CCc2c(c3ccccc3[nH]c2=O)O1 (stereo not drawn)
→ 10	-1.1	0.7	-0.7	-3	0	-1.8	-4	0
C=C(C)Cn1c(N(CCO)Cc2ccccc2)nc2c1c(=O)[nH]c(=O)n2C
→ 7	3.0	-0.8	0.4	-3	-5	-3.9	-4	-1
CCN1C(=O)CC2(C[N+]3(C)CCC2CC3)C1=O (stereo not drawn)
→ 4	-0.9	-2.7	1.5	14	4	-1.4	-2	0
Cc1ccc(N(C(C)C(=O)Nc2ccc(S(=O)(=O)N3CCOCC3)cc2)S(C)(=O)=O)cc1 (stereo not drawn)
→ 3	2.3	-2.7	-0.1	-3	3	-0.6	2	-1
